JMJD2A Tudor: qHTS Assay for Inhibitors of JMJD2A-Tudor Domain. Lysine-specific demethylase 4A (Homo sapiens), O75164. AlphaScreen JMJD2A-Tudor / H3K4me3 peptide binding. Potency, µM (titrated, usually from 114 µM), for the others: at the top dose activity change, negative = inhibition, usual class: inhibitors. 390,000 compounds, 4.4% hits. AID 504339, 2011; note: potency is the fitted concentration of half-maximal effect; % is set by controls: 0 for no effect and ±100 for the full control effect; nearly all actives have a fitted effect of over 50% in size
ERG Ets-DNA blk: qHTS for Small Molecule Inhibitors of the ERG Ets/DNA interaction; Transcriptional regulator ERG (Homo sapiens), P11308; fluorescence polarization, His-ERG Ets domain / labelled DNA; Potency, µM (highest dose often 76.9 µM), inactives show at the top dose FP activity, negative = inhibition, usual class: inhibitors; 370,000 compounds, 0.028% hits; AID 624246, 2012; active = well fitted inhibition curve with a large enough effect in the polarisation, with a control signal flat; inconclusive = small, poorly fitted or top-dose-only effect, or effect the other way, or a change in a side signal; inactive = no such curve, though single readings can be large or run the other way; the % refers to the polarisation;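 note: polarization taken with two DNA probes labelled with fluorescein and Texas red; potency is the fitted concentration of half-maximal effect; % of control where 0% means no effect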
Target sequence (P11308 whole entry, looked up, the tested form may be a part): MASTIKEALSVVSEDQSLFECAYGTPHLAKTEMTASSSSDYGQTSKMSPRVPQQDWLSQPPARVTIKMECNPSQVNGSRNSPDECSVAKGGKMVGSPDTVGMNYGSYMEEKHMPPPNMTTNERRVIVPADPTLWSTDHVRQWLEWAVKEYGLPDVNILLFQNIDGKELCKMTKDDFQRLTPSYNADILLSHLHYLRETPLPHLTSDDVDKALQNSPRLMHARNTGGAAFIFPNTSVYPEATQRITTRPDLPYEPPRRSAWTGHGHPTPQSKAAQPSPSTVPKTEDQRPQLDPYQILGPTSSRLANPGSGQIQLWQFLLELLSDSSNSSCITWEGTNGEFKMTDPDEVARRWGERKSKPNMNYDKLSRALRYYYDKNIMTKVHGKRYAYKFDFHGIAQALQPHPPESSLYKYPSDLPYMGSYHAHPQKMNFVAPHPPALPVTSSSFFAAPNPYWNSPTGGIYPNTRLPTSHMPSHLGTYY
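His-tagged ERG Ets domain (1 uM in the protein solution; 300mM KCl, 50mM Tris-HCl, 1mM EDTA, 1mM DTT, pH 7.5) received compound, then a probe mix of 5 nM fluorescein-DNA and 100nM Texas-615-DNA. Fluorescence polarization was read for both dyes.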
HP1b binding inh: HTS for Inhibitors of HP1-beta Chromodomain Interactions with Methylated Histone Tails; AlphaScreen HP1-beta / biotin-H3K9me3 peptide binding; Potency, µM (top dose mostly 114 µM), for inactives: at the top dose activity change, negative = inhibition, usual class: inhibitors; 390,000 compounds, 0.56% hits; AID 540317, 2011; Chromobox protein homolog 1 (Homo sapiens), P83916; note: potency is the fitted concentration of half-maximal effect; nearly all actives have a fitted effect of over 70% in size; inactives centre near 23
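AlphaScreen: HP1-beta (50 nM) preformed 30 min with biotin-H3(1-18)K9me3 peptide (50 nM) in PBS pH 7.4, 0.01% Tween-20. Compound added for 30 min at RT, then streptavidin donor/nickel chelate acceptor beads (10 ug/mL) for 30 min.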
GLS inh: qHTS for Inhibitors of Glutaminase (GLS) | Potency, µM (doses to about 45.5 µM), inactives show at the top dose activity change, negative = inhibition, usual class: inhibitors | GLS enzymatic activity, qHTS titration | 410,000 compounds, 0.21% hits | Glutaminase kidney isoform, mitochondrial (Homo sapiens), O94925; note: potency is the fitted concentration of half-maximal effect; % is set by controls: 0 for no effect and ±100 for the full control effect
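hKGA; 45 mM KH2PO4 pH 8.2 + 0.02% Tween-20; cpd via pin tool; 1 mM Gln soln; GluOx/HRP/Amplex Red; RT 30 min; fluor. t0 & final.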
PI4K2A inh: qHTS for small molecular inhibitors of PI4K2A. purified PI4K2A, ADP-Glo luminescence, 1 h; stronger effect = lower value. activity change, negative = inhibition, % at 76.9 µM. Phosphatidylinositol 4-kinase type 2-alpha (Homo sapiens), Q9BTU6. 420,000 compounds, 0.13% hits; in the data active = activity change below about -50%; inconclusive = mostly about -30% to -49%;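 note: -100% = wells without enzyme as full effect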
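PI4K2A activity was measured by ADP-Glo luminescence: enzyme (4 ug/mL stock) and phosphatidylinositol (1.2 mM stock) in Tris pH 7.5/MgCl2/EGTA/Triton X-100 buffer were reacted with ATP (300 microM stock) for one hour at ambient temperature.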
G9a inh: qHTS Assay for Inhibitors of Histone Lysine Methyltransferase G9a; Histone-lysine N-methyltransferase EHMT2 (Homo sapiens), Q96KQ7; G9a H3K9 monomethylation, AlphaScreen, 2 h; Potency, µM (top dose mostly 102 µM), without a hit: at the top dose activity, negative = inhibition, usual class: inhibitors; 350,000 compounds, 8.8% hits; AID 504332, 2011; note: potency is the fitted concentration of half-maximal effect; % is set by controls: 0 for no effect and ±100 for the full control effect; nearly all actives have a fitted effect of over 75% in size
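Signal arises when biotinylated H3K9 peptide, once monomethylated, bridges streptavidin donor and antibody-captured acceptor beads. Enzyme at 20 nM was preincubated 15 min with test compounds; peptide 500 nM and SAM 20 uM then reacted for 2 h.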
12-LOX inh: Primary qHTS assay for inhibitors of human arachidonate 12S-lipoxygenase (ALOX12): Round 2; Polyunsaturated fatty acid lipoxygenase ALOX12 (Homo sapiens), P18054; purified 12hLO, xylenol orange hydroperoxide absorbance; Potency, µM (series often up to 108 µM), without a hit: at the top dose activity change, negative = inhibition, most hits filed as inhibitors; 580,000 compounds, 1.1% hits; note: potency is the fitted concentration of half-maximal effect; % is set by controls: 0 for no effect and ±100 for the full control effect
Target sequence (P18054 whole entry, looked up): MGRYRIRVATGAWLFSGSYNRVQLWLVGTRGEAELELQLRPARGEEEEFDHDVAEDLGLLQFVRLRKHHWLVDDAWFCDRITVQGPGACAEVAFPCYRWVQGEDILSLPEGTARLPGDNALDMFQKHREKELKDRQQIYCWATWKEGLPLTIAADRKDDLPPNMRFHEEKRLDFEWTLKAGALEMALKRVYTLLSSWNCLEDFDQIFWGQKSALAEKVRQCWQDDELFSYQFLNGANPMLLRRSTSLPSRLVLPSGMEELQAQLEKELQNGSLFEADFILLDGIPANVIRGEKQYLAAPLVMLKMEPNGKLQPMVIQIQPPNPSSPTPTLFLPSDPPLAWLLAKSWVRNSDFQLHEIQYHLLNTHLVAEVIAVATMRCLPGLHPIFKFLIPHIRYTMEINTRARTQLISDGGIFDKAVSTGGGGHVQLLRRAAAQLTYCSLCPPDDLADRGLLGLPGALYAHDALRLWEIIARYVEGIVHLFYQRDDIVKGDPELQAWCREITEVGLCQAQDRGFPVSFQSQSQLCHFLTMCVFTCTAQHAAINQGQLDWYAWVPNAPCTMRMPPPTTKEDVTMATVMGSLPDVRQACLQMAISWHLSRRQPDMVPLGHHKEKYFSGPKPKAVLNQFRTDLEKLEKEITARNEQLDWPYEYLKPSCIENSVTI
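Purified human 12hLO at 150 nM in 25 mM Hepes, 0.01% Triton X-100, pH 7.0, preincubated 15 min at room temperature with compound. Reaction started with 40 uM arachidonic acid, 30 min at room temperature. Hydroperoxide measured by Fe-xylenol orange, 573/405 nm absorbance ratio.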
BAZ2B block: qHTS Assay for Inhibitors of BAZ2B; Bromodomain adjacent to zinc finger domain protein 2B (Homo sapiens), Q9UIF8; AlphaScreen BAZ2B-H3K14Ac peptide displacement; Potency, µM (doses to about 114 µM), without a hit: at the highest dose activity change, negative = inhibition, actives largely listed as inhibitors; 360,000 compounds, 4.4% hits; AID 504333, 2011; note: potency is the fitted concentration of half-maximal effect; % is set by controls: 0 for no effect and ±100 for the full control effect; nearly all actives have a fitted effect of over 60% in size
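In this displacement format the biotinylated H3(5-23) peptide acetylated at Lys14 serves as ligand at 50 nM, with BAZ2B at 50 nM in PBS pH 7.4 containing 0.01% Tween-20. Donor and acceptor beads are 10 ug/mL final.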
RGS4 inh: Inhibitors of Regulator of G Protein Signaling (RGS) 4: qHTS | Regulator of G-protein signaling 4 (Homo sapiens), P49798 | Transcreener GDP fluorescence polarization, RGS4-accelerated GTP hydrolysis | 390,000 compounds, 0.039% hits | AID 504845, 2011 | Potency, µM (top dose mostly 114 µM), without a hit: top-dose activity change, negative = inhibition, most hits filed as inhibitors; note: potency is the fitted concentration of half-maximal effect; % is set by controls: 0 for no effect and ±100 for the full control effect; nearly all actives have a fitted effect of over 75% in size; some results filed as inactive show a strong effect at the top dose
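MLSMR compounds (23 nl, pin-transferred) preincubated 10 min at room temperature with a 500nM (2x) first reagent, then RGS4 at 900nM (2x) plus Transcreener GDP mix added; fluorescence polarization (620/688 nm) read before and after 90 min at 30 °C.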
* hit, by the source's call; ? = inconclusive; . = not tested or not shown; [ ] = another dose, or the depositor's remark. Unless noted, calls come from the whole dose curve; as a rule, active = well fitted curve in the direction sought with a large enough effect; inconclusive = small, poorly fitted or top-dose-only effect, or another doubt; inactive = no such curve, though single readings can be large; an effect the other way counts as inactive or inconclusive.

item	JMJD2A Tudor	ERG Ets-DNA blk	HP1b binding inh	GLS inh	PI4K2A inh	G9a inh	12-LOX inh	molecule	BAZ2B block	RGS4 inh
1	-6%	4%	30%	7%	-2	2%	27%	CCCCNS(=O)(=O)c1ccc(NC(=O)c2cccs2)cc1	-32%	12%
2	3%	-1%	41%[activator]	-2%	0	18%[59 µM]	-6%	CC(C)CC(=O)Nc1ccc2c3c(cccc13)CC2	-1%	-13%
3	-34%[57.1 µM]	-5%	3%	4%	0	60%[activator][59 µM]	-7%	O=C(Nc1nc2ccccc2[nH]1)c1ccc([N+](=O)[O-])cc1	-12%	-51%
4	-4%	-7%	53%[activator]	-1%	0	17%	0%	Cc1cccc(N(CC(=O)NC(C)C)C(=O)CCC(=O)Nc2nccs2)c1	-37%	21%
5	2%	-3%	26%	-5%	3	-44%[59 µM]	-29%	O=C(c1ccc(S(=O)(=O)Nc2ccc(F)cc2)cc1)N1CCN(C(=O)c2ccco2)CC1	0%	3%
6	-17%	.	30%	3%	1	-11%	13%	COc1ccccc1OC1OC2COC(c3ccco3)OC2C(O)C1NC(C)=O (stereo unspecified)	-3%	-44%
7	?	3%	-18%	0%	0	-6%	-63%	Cc1cc2ccccc2n1CCC(=O)O	-16%	-39%
8	1%	3%	26%	1%	-1	-1%	286%[activator]	O=C(CN1C(=O)CSc2ccccc21)N/N=C/c1ccco1	-8%	-11%
9	0%[57.1 µM]	-10%	31%	3%	0	-35%	-14%	Cc1c([N+](=O)[O-])c([N+](=O)[O-])nn1CC(=O)NCCc1ccccc1	-9%	-6%
10	-24%	4%	19%	1%	0	1%	?	CN(C)S(=O)(=O)N1CCN(c2ccc([N+](=O)[O-])c(N3CCOCC3)c2)CC1	-22%	3%
11	17%	0%	32%	-10%	-1	33%	-5%	COc1ccc(OC(C)C(=O)Nc2ccccc2F)cc1 (stereo unspecified)	3%	-37%
12	-11%	-14%	24%	15%	0	10%[12.7 µM]	-4%	CCc1c(C)c2cc(Cl)c(O)c(CN(CC)CC)c2oc1=O	9%	25%
13	-24%	17%	19%	0%	-1	-18%	-25%	CN(C1CCCCC1)S(=O)(=O)c1cc2c(cc1Cl)NC(=O)CO2	-35%	-9%
14	11µM*	-2%	?	29%	-12	3.2µM*	?	CCOc1ccc(OCC(=O)c2c(O)c3ccccc3oc2=O)cc1	50µM*	?
15	22µM*	-10%	20%	-3%	-1	-8%[59 µM]	11%	Cc1ccc(C(=O)N/C(=C\c2ccco2)C(=O)NCCCn2ccnc2)cc1	7.9µM*	-6%
16	?	5%	?	42%[activator]	6	2.8µM*	0.79µM*	Cc1ccc(-c2cc(-c3ccccc3)c(C#N)c(N)n2)o1	?	-18%[11.4 µM]
17	-30%	-9%	-6%	10%	-4	-8%[2.33 µM]	-17%	O=C(NCC(c1ccco1)N1CCc2ccccc21)C(=O)Nc1ccccc1F (stereo unspecified)	-37%	-8%
18	-17%	-15%	53%[activator]	-1%	5	-5%[2.33 µM]	?	CCN(CC)c1nc(C)nc2c1cnn2CCc1ccccc1	?	-21%
19	-21%	-6%	18%	6%	3	-48%	6%	CN(C)S(=O)(=O)c1cccc(NC(=O)c2cccc(S(=O)(=O)N3CCCCCC3)c2)c1	1%	1%
20	-27%	3%	21%	6%	2	3%	441%[activator]	O=C(NC(C(=O)N/N=C/c1c2ccccc2cc2ccccc12)c1n[nH]c(=O)c2ccccc12)c1ccccc1 (stereo unspecified)	-4%	19%
21	-5%	0%	20%	-7%	-1	11%[59 µM]	-20%	CC(C)CN(CCNC(=O)c1cc(-c2cccs2)nc2ccccc12)CC(C)C	6%	5%
22	-23%	-2%	53%[activator]	-6%	-7	37%[59 µM]	-23%	CCOC(=O)C1CCN(C(=O)C2CCN(C3=NS(=O)(=O)C(c4ccc(C)cc4)=C3CC)CC2)CC1	33%[activator]	24%
23	-18%	-5%	20%	9%	-6	?	2%	FC(F)(F)C12CC(c3ccccc3)=NCCN1CCN2 (stereo unspecified)	16%	5%
24	-17%	123%[activator]	21%	3%	0	?	-7%	CCOc1ccc(NC(=O)C(Cc2ccccc2)N2C(=O)c3cccc4cccc(c34)C2=O)cc1 (stereo unspecified)	1%	2%
25	-11%	-18%	-11%	5%	-8	4%[59 µM]	?	CC(C)NC(=S)Nc1cccc2cnccc12	3%	-35%
26	-3%	-3%	44%[activator]	-4%	1	-5%[12.7 µM]	-10%	Nn1c(SCC(=O)Nc2ccc3c(c2)OCO3)nnc1C1CC1	12%	9%
27	2%	-2%	32%[activator]	13%	3	14%	10%	CCCc1cc(NCc2ccccn2)n2c(nc3ccccc32)c1C#N	2%	2%
28	-11%	3%	-10%	0%	3	12%[59 µM]	-9%	CC1=C(c2ccc(C)c(C)c2)S(=O)(=O)N=C1N1CCC(C(=O)N2CCCCC2)CC1	-9%	-4%
29	-12%	0%	16%	1%	1	-4%	3%	CCOc1ccc(-n2c(SCC(=O)N3CCC(C(=O)O)CC3)nc3ccccc3c2=O)cc1	0%	-15%
30	?	-7%	13%	14%	1	.	-2%	N#Cc1nc(COc2ccccc2Cl)oc1NCc1cccnc1	-10%	0%
31	-21%	-13%	12%	86%[activator]	-4	-27%	0%	CC(=O)c1ccc(S(=O)(=O)N(C)CC(=O)Nc2cc(C)on2)cc1	-5%	-21%
32	?	1%	6%	-8%	3	-29%[59 µM]	-16%	CC(=O)c1ccc(NC(=O)c2noc3c2CCc2ccccc2-3)cc1	-1%	-4%

Sorted by length of the SMILES (lowest first): part of the list above.
item	JMJD2A Tudor	ERG Ets-DNA blk	HP1b binding inh	GLS inh	PI4K2A inh	G9a inh	12-LOX inh	molecule	BAZ2B block	RGS4 inh
26	-3%	-3%	44%[activator]	-4%	1	-5%[12.7 µM]	-10%	Nn1c(SCC(=O)Nc2ccc3c(c2)OCO3)nnc1C1CC1	12%	9%
27	2%	-2%	32%[activator]	13%	3	14%	10%	CCCc1cc(NCc2ccccn2)n2c(nc3ccccc32)c1C#N	2%	2%
29	-12%	0%	16%	1%	1	-4%	3%	CCOc1ccc(-n2c(SCC(=O)N3CCC(C(=O)O)CC3)nc3ccccc3c2=O)cc1	0%	-15%

Going on with the list:
item	JMJD2A Tudor	ERG Ets-DNA blk	HP1b binding inh	GLS inh	PI4K2A inh	G9a inh	12-LOX inh	molecule	BAZ2B block	RGS4 inh
33	-12%	1%	35%	8%	-3	9%[59 µM]	?	CC(=O)c1cccc(NC(=O)c2sc(-n3nc(C)c(CCC(C)C)c3C)nc2C)c1	-11%	0%
34	-22%	7%	-11%	6%	-19	-1%	-8%	COc1ccc(OC)c(C(=O)NC2CCSc3ccccc32)c1 (stereo unspecified)	-28%	-6%
35	-11%[11.4 µM]	-2%	24%	2%	4	4%	4%	CN(C(=O)CCc1nc(-c2ccccc2F)no1)c1ccccc1	-1%	11%[11.4 µM]
36	-9%	0%	49%[activator][57 µM]	-1%	1	9%[59 µM]	-21%	CC(C)Oc1ccc(CNC(=O)c2ccc3nc(C(C)C)oc3c2)cc1	16%	-22%
37	5%	-5%	-9%	3%	2	-38%	10%	COc1ccc(N(CC(=O)NCCC2=CCCCC2)S(C)(=O)=O)cc1	-16%	35%
38	-7%	0%	27%	-10%	-1	-3%[59 µM]	-31%	Cc1cccc(C)c1NC(=O)C(=O)NCCCN1CCOCC1	9%	36%
39	-6%	3%	41%[activator]	-3%	-1	5%	0%	COc1ccc(C(=O)N2CCN=C2SCc2cccnc2)c(OC)c1	4%	11%
40	-15%[57.1 µM]	11%	56%[activator]	-2%	-4	-21%[59 µM]	5%	O=S(=O)(NCC1CCCO1)c1ccc(S(=O)(=O)N(Cc2ccc(F)cc2)Cc2ccco2)cc1 (stereo unspecified)	-6%	-25%
41	-16%	2%	23%	-2%	-1	?	0%	Cc1c(NC(=O)CCCCCN2C(=O)c3ccccc3C2=O)c(=O)n(-c2ccccc2)n1C	-2%	20%
42	-12%	-3%	38%[activator]	6%	-2	-4%[59 µM]	-8%	CCOc1cc(C(=O)Nc2ccc(-c3cn4cccnc4n3)cc2)cc(OCC)c1OCC	-5%	7%
43	-34%	-9%	-2%	-3%	-2	-15%[59 µM]	8%	CCn1c(SCC(=O)N=Nc2c(O)[nH]c3ccccc23)nc2ccccc21	?	-26%
44	-6%	-3%	43%[activator]	-11%	1	4%	-5%	COc1ccccc1N(CC(=O)NCC1CCCO1)C(=O)CNS(=O)(=O)c1ccc(Cl)cc1 (stereo unspecified)	-20%	5%
45	6%	11%	54%	-1%	-7	2%[59 µM]	-25%	O=Cc1c(Sc2ccccn2)nc2ccccn2c1=O	-4%	-38%

Screening data as filed in PubChem.

The list is partial (hit frequency here may not be typical).
